Bioassay records (PubChem)
AI-2 QS modul: Vibrio harveyi AI-2 quorum sensing modulators, primary screen, JMH597 strain, luminescence/OD600 ratio; Vibrio harveyi JMH597 AI-2 luminescence/OD600 ratio, 9 h; hits give low values; strain lacks LuxN and CqsS sensors; 0 = neutral-control median; AID 2094, 2009; activity change, % at 7.5 µM; actives 0.4% (n = 300,000); in the data active = activity change below about -75%, passing the limit was not always enough; inconclusive = no clear call, values can overlap the other calls;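 also: luminescence divided by OD600 gain over 9 h not by final OD600 alone; inactives centre near 13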
HIF act: HIF pathway transcriptional activators, primary screen, cell-based, U2OS HRE-luciferase, luminescence; U2OS HRE-luciferase reporter; normalized: DMSO 0%, desferrioxamine 100%; activation, % at 7.5 µM (by protocol); actives 0.32% (n = 300,000);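 active = mean activation of at least 10% of the iron chelator positive control signal, with at least half of replicates also reaching 10%; inconclusive = mean and replicate majority disagree about reaching 10%; inactive = mean and most replicates under 10%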
TRPC4 act: activators of mouse TRPC4 channel, primary screen, Fluo4 calcium, HEK293 TRPC4beta/mu-opioid cells; actives 0.49% (n = 310,000); Short transient receptor potential channel 4 (Mus musculus), Q9QUQ5; B-score at 10 µM; Fluo4 calcium fluorescence; hits give high values; AID 2237, 2010;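 active = B-score above 5 SD of library B-scores, and initial fluorescence ratio not above library mean plus 5 SD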;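 also: positive B-score marks a calcium rise read as TRPC4 activation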
Target sequence (Q9QUQ5 whole entry, looked up): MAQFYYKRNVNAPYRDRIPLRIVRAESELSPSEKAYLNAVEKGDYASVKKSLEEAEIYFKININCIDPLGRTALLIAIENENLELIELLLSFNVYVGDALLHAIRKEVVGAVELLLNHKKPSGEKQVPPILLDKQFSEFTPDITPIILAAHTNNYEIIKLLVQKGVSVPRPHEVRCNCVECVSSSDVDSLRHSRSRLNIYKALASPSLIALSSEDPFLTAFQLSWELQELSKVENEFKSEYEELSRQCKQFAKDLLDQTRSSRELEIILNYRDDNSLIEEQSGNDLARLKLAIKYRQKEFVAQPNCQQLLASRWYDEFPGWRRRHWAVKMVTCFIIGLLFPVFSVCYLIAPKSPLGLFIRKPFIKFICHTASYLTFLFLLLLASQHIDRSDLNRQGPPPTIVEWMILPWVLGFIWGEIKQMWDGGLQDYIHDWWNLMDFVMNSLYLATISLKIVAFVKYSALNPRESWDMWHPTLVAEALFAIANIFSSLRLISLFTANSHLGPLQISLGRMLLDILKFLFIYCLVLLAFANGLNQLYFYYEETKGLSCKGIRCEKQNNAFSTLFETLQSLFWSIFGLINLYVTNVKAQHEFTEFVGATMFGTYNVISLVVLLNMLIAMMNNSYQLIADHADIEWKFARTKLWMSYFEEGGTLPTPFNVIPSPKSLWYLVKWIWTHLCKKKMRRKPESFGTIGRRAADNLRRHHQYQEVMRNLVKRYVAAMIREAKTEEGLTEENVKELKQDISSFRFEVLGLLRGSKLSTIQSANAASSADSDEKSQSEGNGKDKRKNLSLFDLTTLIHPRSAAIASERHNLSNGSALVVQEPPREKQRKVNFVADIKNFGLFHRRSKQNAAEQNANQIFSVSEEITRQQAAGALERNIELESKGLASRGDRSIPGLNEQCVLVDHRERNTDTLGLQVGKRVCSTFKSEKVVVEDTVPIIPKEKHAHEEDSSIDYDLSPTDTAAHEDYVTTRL
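Material: TRPC4beta and mu-opioid receptor HEK293 stable cells | Incubation: 45 min room-temperature Fluo4 loading, 110 s read | Detection: Kinetic Fluo4 calcium fluorescence | Measure: Integrated baseline-normalised fluorescence ratio, converted to per-well B score | Benchmarks: Low control buffer alone, high control maximal DAMGO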
PolyA inhibitor: polyadenylation inhibitors in yeast reporter cells, primary screen, luminescence, S. cerevisiae | actives 0.02% (n = 300,000) | calls only at 12 µM | S. cerevisiae SKY197-pL101 polyadenylation reporter, beta-gal luminescence; efflux-impaired pdr1/pdr3 knockout yeast; score 100 = 6 SD above DMSO;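 active = lowest replicate activity score at least 50, where 100 means six control SD above control mean; inconclusive = lowest score under 50 but half or more replicates reach 50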;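 also: yeast exposed to compound for 9 h at 30 °C; higher score means more reporter readthrough which indicates perturbed polyadenylation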
TRPC4 potent: positive allosteric modulators of TRPC4, primary screen, cell-based, mouse TRPC4beta, HEK293 mu-opioid, Fluo-4 calcium. DAMGO EC20, Fluo-4 Ca2+ flux; hits give high values. B-score at 10 µM. actives 0.42% (n = 310,000). Short transient receptor potential channel 4 (Mus musculus), Q9QUQ5;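 active = B-score of calcium response area above 5 SD of library B-scores, with initial fluorescence ratio within 5 SD of library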;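 also: B-score of integrated fluorescence ratio over time as area under calcium response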
TRPC6 activator: mouse TRPC6 channel activators, primary screen, cell-based, HEK293, membrane potential dye; HEK293-TRPC6 membrane potential dye fluorescence; hits give high values; B-score at 10 µM; Short transient receptor potential channel 6 (Mus musculus), Q61143; actives 0.13% (n = 310,000);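 active = B-score of the integrated fluorescence ratio above library mean plus 3 SD, and starting fluorescence ratio within library mean plus 5 SD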;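 also: higher score means more depolarization so channel activation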
MrgX1 allo act: positive allosteric modulators of MrgX1, primary screen, HEK293 cells, Fluo-4 calcium flux | FDSS; hits give high values | actives 0.63% (n = 310,000) | B-score at 10 µM | Mas-related G-protein coupled receptor member X1 (Homo sapiens), Q96LB2 | AID 588675, 2011;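 active = plate-corrected calcium response at least 3 library SD above typical, normal starting fluorescence, not activating the receptor alone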;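 also: compound read alongside a low EC10 to EC30 dose of BAM8-22 agonist; peak minus trough fluorescence over baseline measured at the second addition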
MrgX1 antag: antagonists of human MrgX1 receptor, primary screen, HEK293 cells, Fluo-4 calcium flux; AID 588676, 2011; Mas-related G-protein coupled receptor member X1 (Homo sapiens), Q96LB2; BAM8-22 antagonism; hits give low values; actives 1.3% (n = 310,000); B-score at 10 µM;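 active = calcium-response B-score plate-corrected more than 3 library SD below zero, starting fluorescence within 5 deviations, no agonist response on first addition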;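 also: peak minus trough fluorescence over baseline after final BAM8-22 challenge near maximal dose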
MrgX1 ag: agonists of human MrgX1 receptor, primary screen, HEK293 cells, Fluo-4 calcium flux | Mas-related G-protein coupled receptor member X1 (Homo sapiens), Q96LB2 | Fluo-4 calcium fluorescence, agonist mode; hits give high values | B-score at 10 µM | actives 0.44% (n = 310,000) | AID 588627, 2011;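 active = calcium response B-score plate-corrected fluorescence ratio at least 3 library SD, with starting fluorescence B-score inside 5 SD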
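Test system: HEK293 cells stably expressing human MrgX1 receptor; Input: fifteen thousand cells per well; Dosing: compound delivered in addition one of three; Schedule: overnight seeding, then 1 h dark dye loading; Technique: Fluo-4 NW calcium fluorescence; Measure: B-scored fluorescence response ratio; Controls: positive and negative controls per plate.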
TRPC4 inh: inhibitors of mouse TRPC4 channel, primary screen, Fluo4 calcium, HEK293 TRPC4beta/mu-opioid cells | Short transient receptor potential channel 4 (Mus musculus), Q9QUQ5 | DAMGO-evoked Fluo4 calcium flux; hits give low values | B-score at 10 µM | actives 0.39% (n = 300,000);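 active = B-score over 3 SD under the library average, no early fluorescence shift, positive overall ratio signal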
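Test system – stable TRPC4beta/mu-opioid receptor HEK293 cells · Probe or stimulus – DAMGO, a submaximal dose followed by a maximal one · Dosing – one concentration per compound · Signal – Fluo4 calcium fluorescence by kinetic imaging, 5 s 1 Hz baseline · Evaluation – per-well B score of integrated baseline-normalized Fluo4 ratio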
TRPC6 inhibitor: mouse TRPC6 channel inhibitors, primary screen, cell-based, HEK293, membrane potential dye; B-score at 10 µM; AID 2553, 2010; actives 1.1% (n = 310,000); Short transient receptor potential channel 6 (Mus musculus), Q61143; ACh-evoked depolarization; hits give low values;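 active = B-score under library mean minus 3 SD, initial fluorescence not abnormally high, positive integrated signal ratio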;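 also: B-score derived from integrated fluorescence ratio over the kinetic read; more negative B-score means stronger inhibition of depolarization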
An asterisk follows results filed as active; i = inactive; ? = inconclusive; / = not tested or not shown. An excerpt; the hit share may differ from the screen's.

SMILES	AI-2 QS modul	HIF act	TRPC4 act	PolyA inhibitor	TRPC4 potent	TRPC6 activator	MrgX1 allo act	MrgX1 antag	MrgX1 ag	TRPC4 inh	TRPC6 inhibitor
CCN(CC)C(=O)Oc1ccc2c(=O)c(-c3ccc(OC)cc3)c(C)oc2c1	30	-0.5	i	i	i	i	i	i	i	i	i
Cc1cc(C(=O)COc2ccc3ccc(=O)oc3c2)c(C)n1Cc1cccs1	29	-3.4	i	i	i	i	i	i	i	i	i
CC(C)C[C@@H](N)c1nnc(SCC(=O)c2ccc(Cl)cc2)o1	17	-0.4	i	i	i	i	i	i	i	i	i
COc1ccc(NC2CCCN(C(=O)CCN3CCOCC3)C2)cc1 (stereo not drawn)	10	-0.4	i	i	i	i	i	i	i	i	i
Cn1c(=O)c(C(=O)CN2CCN(S(=O)(=O)c3ccccc3)CC2)c(N)n(Cc2ccccc2)c1=O	7	-1.1	i	i	i	i	i	i	38*	i	i
CCOC(=O)N1CCN(CC(O)COCCC23CC4CC(CC(C4)C2)C3)CC1 (stereo not drawn)	19	0.1	i	i	i	i	i	i	i	i	i
COc1ccc(S(=O)(=O)N2CCc3ccccc32)cc1C(=O)Nc1cccnc1	12	-0.3	i	i	i	i	i	i	i	i	i
CC(=O)Nc1cccc(NC(=O)c2oc3ccccc3c2C)c1	6	3.3	i	i	i	i	i	i	i	i	i
CCOC(=O)C1=C(C)NC(=O)NC1c1ccc2c(c1)OCCO2 (stereo not drawn)	15	2.0	i	i	i	i	i	i	i	i	i
CCCC(=O)Nc1nnc(SCC)s1	24	0.7	i	i	i	i	i	i	i	i	i
COc1cc(OC)cc(C(=O)NCC(=O)OCC(=O)N2CCc3ccccc32)c1	0	0.0	i	i	i	i	i	i	i	i	i
CCOC(=O)C1(CC/C(C)=N\NC(N)=O)CC(C)OC1=O (stereo not drawn)	10	0.0	i	i	i	i	i	i	i	i	i
CC1(CC(=O)N/N=C/c2cc3c(cc2Br)OCO3)OCCO1	18	0.2	i	i	i	i	i	i	i	i	i
Cc1ccc(-c2nc(CS(=O)(=O)CC(=O)NCCCN3CCOCC3)c(C)o2)cc1	0	-0.4	i	i	i	i	i	i	i	i	i
CN(C)c1ccc(-c2nnn(CC(=O)N3c4ccccc4CCc4ccccc43)n2)cc1	0	-0.6	i	i	i	i	i	i	i	i	i
COCc1cc(=O)n2[nH]c(-c3ccco3)cc2n1	41	-0.3	i	i	i	i	i	i	i	i	i
Cc1ccc(/C=C2\SC(=S)N(CCCC(=O)Nc3cccnc3)C2=O)cc1	15	-2.1	i	i	i	i	i	i	i	i	i
CCCC(C)NC(=O)c1cccc(Oc2ccccc2)c1 (stereo not drawn)	4	1.6	i	i	i	i	i	i	i	i	i
CN(C)CCNC(=O)c1cc(Sc2ccc(F)cc2)nc2ccccc12	20	0.3	i	i	31*	i	i	i	i	i	i
CCC(C)c1ccc(O)c(NC(=S)NC(=O)c2cccnc2)c1 (stereo not drawn)	-36	1.2	i	i	i	i	i	i	i	i	i
Cc1ccc(N2C(=O)c3ccccc3C2=O)cc1Cl	-4	0.3	i	i	i	i	i	i	i	i	i
Oc1ccc(N=Cc2cc(Br)c(N3CCOCC3)o2)cc1	22	0.1	i	i	i	i	i	i	i	i	i
NC(=O)c1nnn(-c2ccccc2)c1N	12	-0.1	i	i	i	i	i	i	i	i	i
CSc1ccccc1NC(=O)COc1ccc(S(=O)(=O)N2CCCC2)cc1	29	-0.3	i	i	i	i	i	i	i	i	i
CC1=C(C#N)S(=O)(=O)C(C#N)C(c2ccccc2)C1 (stereo not drawn)	12	-0.7	i	i	i	i	i	i	i	i	i
SMILES	AI-2 QS modul	HIF act	TRPC4 act	PolyA inhibitor	TRPC4 potent	TRPC6 activator	MrgX1 allo act	MrgX1 antag	MrgX1 ag	TRPC4 inh	TRPC6 inhibitor
COCCNc1c2c(c(C#N)c3nc4ccccc4n13)CCCC2	-1	0.3	i	i	i	i	i	i	i	i	i
Cc1c(C(=O)N(C)C2CC(C)(C)NC(C)(C)C2)oc2c(F)cccc12	19	-0.2	i	i	i	i	i	i	i	i	i
COc1ccc(CCN(C)C(=O)C2CCN(Cc3ccccc3)CC2)cc1OC	10	-0.5	i	i	i	i	i	i	i	i	i
O=C(NCCNC(=O)c1cc(F)cc(F)c1)c1cc(F)cc(F)c1	28	-1.0	i	i	i	i	i	i	i	i	i
O=C(CCn1cnc2ccccc2c1=O)Nc1ccc(S(=O)(=O)N2CCCCC2)cc1	19	-38	i	i	i	i	i	i	i	i	i
COC(=O)C(c1ccccc1)C(C(=O)OC)c1ccccc1 (stereo not drawn)	9	0.0	i	i	i	i	i	i	i	i	i
CN(CC(=O)Nc1ccccc1Cl)C(=O)c1cc(=O)[nH]c2ccccc12	-2	-0.1	i	i	i	i	i	i	i	i	i
CC(NC(=O)c1ccccc1F)c1nnc(SCC(=O)N2CCN(c3ccccc3)CC2)n1C (stereo not drawn)	14	0.4	i	i	i	i	i	i	i	i	i
O=C(NCCCN1CCN(c2ccccc2F)CC1)C1CCN(S(=O)(=O)N2CCOCC2)CC1	6	0.0	i	i	i	i	i	i	i	i	i
CC1=C([N+](=O)[O-])C(c2ccccc2Cl)NC(=O)N1 (stereo not drawn)	1	0.0	i	i	i	i	i	i	i	i	i
Cn1c(=O)n(C)c2cc([N+](=O)[O-])c(N3CCN(S(=O)(=O)c4ccccc4)CC3)cc21	-2	-0.1	i	i	i	i	i	i	i	i	i
N#C/C(=C\c1cccnc1)c1ccc([N+](=O)[O-])cc1	/	-7.1	i	i	i	i	i	i	i	i	i
O=C(O)C(Cc1ccccc1)N=Cc1c(O)c2ccccc2oc1=O (stereo not drawn)	6	-0.2	i	i	i	i	/	/	/	i	i
C/C(=N\NC(=O)c1cc2c(s1)CCC(C)C2)c1cccnc1 (stereo not drawn)	15	-0.1	i	i	i	i	i	i	i	i	i
Cn1c(CN2CCOCC2)nnc1SCC(N)=O	21	0.7	i	i	i	i	i	i	i	i	i
CCOC(=O)C1CCCN(C(=O)c2cccc(S(=O)(=O)N(Cc3ccccc3)c3ccccc3OC)c2)C1 (stereo not drawn)	6	-0.4	i	i	i	i	i	i	i	i	i
O=C(NCCN1CCNCC1)c1ccccn1	9	0.1	i	i	i	i	i	i	i	i	i
O=C(CSCc1ccccc1Cl)NNC(=O)c1ccccc1	6	-0.5	i	i	i	i	i	i	i	i	i
COc1ccc(CCNc2nnc(Sc3nnnn3-c3ccccc3)s2)cc1OC	-2	-1.3	i	i	i	i	i	i	i	i	i
Cc1cc(C)c(S(=O)(=O)NCc2ccccn2)cc1C	9	-0.1	i	i	i	i	i	i	i	i	i
CN1CCN(CC(=O)N(Cc2c(C#N)c3ccccc3n2C)c2ccccc2)CC1	-21	-0.1	i	i	i	i	i	i	i	i	i
COc1ccc(Br)cc1/C=N/n1c(COc2ccccc2)n[nH]c1=S	2	-0.6	i	i	i	i	i	i	i	i	i
O=C(Nc1ccc(S(=O)(=O)Nc2nccs2)cc1)c1cccc(N2C(=O)c3ccccc3C2=O)c1	29	0.6	i	i	i	i	i	i	i	i	i
Cc1cccc(NC(=O)CN(CCc2ccccc2)S(C)(=O)=O)c1	19	-0.1	i	i	i	i	i	i	i	i	i
CCCN(CCC(=O)Nc1ccccc1F)CC1CC1	16	0.0	i	i	i	i	i	i	i	i	i
SMILES	AI-2 QS modul	HIF act	TRPC4 act	PolyA inhibitor	TRPC4 potent	TRPC6 activator	MrgX1 allo act	MrgX1 antag	MrgX1 ag	TRPC4 inh	TRPC6 inhibitor
Clc1nssc1=Nc1ccc(Br)cc1	?	-1.0	i	i	i	i	/	/	/	i	i
O=C(O)Cc1ccc(NC(=O)COc2ccc3ccccc3c2)cc1	17	-0.6	i	i	i	i	i	i	i	i	i
CSc1ccccc1NC(=O)Cc1ccccc1	11	0.4	i	i	i	i	i	i	i	i	i
COc1ccc(CCNC(=O)C2CCN(S(=O)(=O)N3CCC(C)CC3)CC2)cc1OC	65	-0.6	i	i	i	i	i	i	i	i	i
O=C1CCN(Cc2ccccc2)CCN1CCOc1ccccc1	11	2.0	i	i	i	i	i	i	i	/	i
O=C(N/C(=C\c1cccs1)C(=O)N1CCOCC1)c1cccs1	9	0.4	i	i	i	i	i	i	i	i	i
Nn1c(SCC(=O)N2CCCc3ccccc32)nnc1-c1ccccc1	13	0.1	i	i	i	i	i	i	i	i	i
Cc1ccc(S(=O)(=O)NC(=O)Nc2c(C)cccc2C)cc1	/	-10	i	i	i	i	i	i	i	i	i
COc1cccc(N(CC(=O)NCCSc2ccc(Cl)cc2)S(C)(=O)=O)c1	7	-0.2	i	i	i	i	i	i	i	i	i
Cc1ccc(CN(C(=O)Cn2nnc3ccccc32)C(C(=O)NCc2ccco2)c2ccc(C)o2)cc1 (stereo not drawn)	11	-0.3	i	i	i	i	i	i	i	i	i
Cc1ccc2cn[nH]c2c1NC(N)=S	14	-0.9	i	i	i	i	i	i	i	i	i
CC(=O)C1=C(C)Nc2ncnn2C1c1cccc(Br)c1 (stereo not drawn)	2	0.2	i	i	i	i	i	i	i	i	i
